Compound activity from PubChem BioAssay.
SENP7 inh = SENP7 protease inhibition; recombinant SENP7, Z-RLRGG-aminoluciferin luminescence, 40 min; inhibition, % at 5 µM; 330,000 compounds, 1.5% hits; Q9BQF6;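 active = inhibition above about 50% at the single test dose, limit read from the data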;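 also: plate controls were DMSO with enzyme for no effect and no enzyme buffer wells for full effect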
PfG6PD inh = PfG6PD (Plasmodium falciparum) enzyme inhibition. PfGluPho enzyme, NADPH resazurin-diaphorase fluorescence. inhibition, % at 20 µM. 350,000 compounds, 0.78% hits;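 active = inhibition reaching at least a set limit at 20 µM in the primary screen, cut at about 59% in these data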;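 also: 0% = DMSO wells with substrate and 100% = DMSO wells lacking glucose-6-phosphate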
SENP8 block-1 = SENP8 protease inhibition. AID 2540. inhibition, % at 10 µM. Q96LD8. purified SENP8, Z-RLRGG-aminoluciferin cleavage, luminescence. 330,000 compounds, 1.2% hits; in the data active = inhibition above about 50%
Apaf1 inhib = human Apaf-1 inhibition | O14727 | reconstituted apoptosome caspase-3 activity, DEVD-Rh110 fluorescence | inhibition, % at 20 µM | 330,000 compounds, 0.71% hits | AID 489030; active = inhibition of at least 40% at 20 µM;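 also: plate controls were DMSO wells for no effect and DEVD-CHO caspase inhibitor wells for full effect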
Target sequence (O14727 whole entry, looked up): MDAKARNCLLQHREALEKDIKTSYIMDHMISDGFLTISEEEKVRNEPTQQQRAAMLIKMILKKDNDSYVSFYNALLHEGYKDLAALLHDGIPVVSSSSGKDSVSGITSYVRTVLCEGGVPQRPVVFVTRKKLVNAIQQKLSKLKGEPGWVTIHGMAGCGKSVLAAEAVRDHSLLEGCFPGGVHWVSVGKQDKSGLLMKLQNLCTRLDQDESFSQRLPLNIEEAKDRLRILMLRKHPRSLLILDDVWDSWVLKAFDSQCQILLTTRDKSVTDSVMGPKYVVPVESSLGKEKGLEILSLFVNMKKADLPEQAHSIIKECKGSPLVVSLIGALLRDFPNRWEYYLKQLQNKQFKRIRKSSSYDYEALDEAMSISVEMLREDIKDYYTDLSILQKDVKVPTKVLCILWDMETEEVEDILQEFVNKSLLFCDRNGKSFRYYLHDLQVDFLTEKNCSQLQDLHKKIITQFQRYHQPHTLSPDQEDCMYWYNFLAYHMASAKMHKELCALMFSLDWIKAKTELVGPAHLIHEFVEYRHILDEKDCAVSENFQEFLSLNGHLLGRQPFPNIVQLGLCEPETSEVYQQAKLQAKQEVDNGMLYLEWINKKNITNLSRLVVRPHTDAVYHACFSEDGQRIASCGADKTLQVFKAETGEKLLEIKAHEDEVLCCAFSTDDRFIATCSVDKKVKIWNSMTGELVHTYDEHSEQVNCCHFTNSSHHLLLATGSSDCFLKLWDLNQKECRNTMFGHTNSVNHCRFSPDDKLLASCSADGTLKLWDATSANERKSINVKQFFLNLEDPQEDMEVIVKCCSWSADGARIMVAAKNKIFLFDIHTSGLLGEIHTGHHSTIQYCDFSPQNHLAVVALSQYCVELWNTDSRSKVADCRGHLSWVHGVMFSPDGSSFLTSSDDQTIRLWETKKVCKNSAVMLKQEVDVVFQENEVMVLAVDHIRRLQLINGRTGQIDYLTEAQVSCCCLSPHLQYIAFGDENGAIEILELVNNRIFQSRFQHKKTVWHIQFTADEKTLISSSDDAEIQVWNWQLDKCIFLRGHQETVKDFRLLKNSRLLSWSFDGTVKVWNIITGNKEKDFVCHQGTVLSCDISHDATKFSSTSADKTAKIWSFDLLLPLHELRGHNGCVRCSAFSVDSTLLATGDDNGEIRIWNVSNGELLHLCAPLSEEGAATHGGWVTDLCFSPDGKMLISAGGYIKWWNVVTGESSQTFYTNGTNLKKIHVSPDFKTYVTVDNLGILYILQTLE
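Medium: Hepes buffer, pH 7.5 / System: biochemical Apaf-1 apoptosome reconstitution / Measured by: Rh110 fluorescence, excitation 480 nm, emission 540 nm / Times: compound with Apaf-1, dATP, procaspase-3 30 min, then 50 min reaction, room temperature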
SENP6 inh = blocks the human protease SENP6 | inhibition, % at 10 µM | 330,000 compounds, 1.8% hits | Recombinant SENP6 catalytic domain, aminoluciferin luminescence | Q9GZR1;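 active = inhibition above about 50% at the single tested dose, limit read from the data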;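 also: plate controls were DMSO wells with enzyme for no effect and DMSO wells lacking enzyme for full effect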
HKDC1 inhibitor = blocks human hexokinase HKDC1 activity. Q2TB90. recombinant HKDC1, G6PDH/diaphorase resazurin coupled fluorescence. inhibition, % at 20 µM. 340,000 compounds, 0.16% hits. AID 493160;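 active = inhibition above about 35% when tested at 20 µM, limit read from the data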;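 also: plate controls were DMSO wells with enzyme for no effect and DMSO wells lacking enzyme for full effect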
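Test system: recombinant HKDC1 (HK5) hexokinase enzyme, produced in-house; Amount: enzyme 5 µg/mL final; Buffer or medium: Tris pH 8.0 buffer with MgCl2, Tween-20, BSA, BME; Reagent: glucose and ATP substrates; Doses: 20 µM test compound, 1% DMSO; Incubation: 90 min reaction incubation at room temperature, dark; Detection: resorufin fluorescence at 613 nm.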
SENP8 block-2 = SENP8 (human) protease inhibition; Q96LD8; recombinant SENP8, Nedd8 substrate fluorescence; inhibition, % at 20 µM; 360,000 compounds, 0.64% hits; AID 602440; in the data active = inhibition mostly above about 40%, no sharp cut-off; inactive = mostly below about 27%
SENP1 FRET inh = blocks the human SENP1 SUMO protease catalytic domain. recombinant SENP1 catalytic domain, CyPet-SUMO1-YPet FRET cleavage. inhibition, % at 10 µM. 360,000 compounds, 0.21% hits;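 active = inhibition at least 30% at 10 µM, raw YFP signal under a set limit, fluorescence ratio 0.5 to 1.5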;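 also: 0% = enzyme with DMSO and 100% = no enzyme wells; some results filed as inactive read as strong as hits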
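Material: hSENP1 catalytic domain, recombinant; medium: Tris pH 8 with BME, BSA, NP40 and catalase; compound: single concentration of 10 µM compound, 0.5% DMSO final; technique: FRET read of cyan and yellow fluorescence; timing: 50 min enzyme reaction, room temperature, light-protected; reagent: SFCypet-SUMO1-SFYpet substrate at 25 nM; control set: no-enzyme low, enzyme-DMSO high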
Starred values were filed as active, the others as inactive; i = inactive; . = not tested or not shown. Outcome played no part in choosing rows. About 3.6% of those tested had a hit in this group.

Fields: SENP7 inh, PfG6PD inh, SENP8 block-1, Apaf1 inhib, SENP6 inh, HKDC1 inhibitor, SENP8 block-2, SENP1 FRET inh
#1 O=C(CN1c2ccccc2Sc2ccccc21)N/N=C/c1ccc(Cl)cc1Cl
  6, 15, 0, 13, -40, -1, 14, 0
#2 O=C(C1CC(c2ccccc2O)=NO1)N1CCCC1 (configuration not stated)
  12, 5, -9, -21, -20, 12, 8, 1
#3 CCOC(=O)C(C(=O)N1CCOCC1)C1CCCCC1 (configuration not stated)
  2, -20, -3, -9, -9, -9, 4, 1
#4 CC(=O)Nc1ccc(N/C=C(\C=O)c2nc3ccccc3o2)cc1
  -6, -5, -7, 0, -22, 0, -169, -67
#5 O=C(Nc1ccc(Cl)cc1F)c1cccc2ccccc12
  2, 18, 4, 11, 1, 6, 2, 3
#6 CC[C@H](C)[C@H]1CNC(=S)N1CC1CCN(CCC(C)(C)C)CC1
  ., -3, ., ., ., -3, 27, -1
#7 COCCn1c(SCC(=O)c2ccc3c(c2)OCCO3)nnc1C(C)C
  6, 51, -2, -5, -12, -6, 19, 1
#8 O=c1[nH]c(/C(Cl)=C/c2cccc(C(F)(F)F)c2)nc2cc(Cl)ccc12
  3, -4, -1, 2, -7, -14, -10, -3
#9 Cc1ccc(CSCC(=O)Nc2ccccc2)cc1
  3, 19, 1, -1, 0, 5, 12, -2
#10 Cc1ccccc1NC(=O)CSc1nc2cc3c(cc2cc1C)CCC3
  -7, 9, -2, 11, -13, -15, 6, 2
#11 COc1ccc(COn2c(=O)c(C)[n+]([O-])c3ccccc32)cc1OC
  5, 7, -1, -10, -7, 2, 8, 3
#12 Cn1c(=O)c2c(nc(NCc3cccnc3)n2Cc2cccc(C(F)(F)F)c2)n(C)c1=O
  -4, -13, -2, -14, 0, -4, 19, 1
#13 O=C1CN(C(=O)c2ccc(Cl)c(S(=O)(=O)N3CCc4ccccc43)c2)c2ccccc2N1
  7, -17, 4, 1, 61*, 15, 9, -2
#14 S=C(Nc1cccnc1)N1CCN(c2ccccc2Cl)CC1
  7, 10, -7, 6, -3, -4, 8, 1
#15 CCOC(=O)c1c(NS(=O)(=O)Cc2ccccc2)sc2c1CCCC2
  -1, 9, 4, 12, 8, 12, 3, 3
#16 O=C(Cc1c(Cl)cccc1Cl)Nc1ccncc1Cl
  2, 11, 4, -1, -12, -9, 0, 0
#17 COCCCN1C(=O)C(=O)/C(=C(/O)c2ccc3c(c2)CC(C)O3)C1c1cccnc1 (configuration not stated)
  10, -6, -3, -1, -8, -4, -3, 0
#18 Oc1ccc(Cl)cc1Sc1cc(Cl)ccc1O
  ., -34, ., ., ., 4, -9, -1
#19 O=C(CCc1ccc(S(=O)(=O)NC2CCCCC2)cc1)NCc1ccc(Cl)cc1
  4, 6, -6, 13, -20, -1, 16, 3
#20 CCOc1ccc(N(C)C(=O)CCc2nnc3ccc(N4CCC5(CC4)OCCO5)nn23)cc1
  1, -20, -2, 35, -24, -6, 6, 0
#21 CN(C(=O)CC1C(=O)NCCN1Cc1ccc(F)cc1Cl)C1CCCCC1 (configuration not stated)
  -10, -11, 1, 3, 10, 11, -296, -18
#22 O=C(c1ccccn1)c1ncc(C(F)(F)F)cc1Cl
  2, 13, 4, -12, 6, -9, 14, 2
#23 COc1ccc(OC(C)C(=O)Nc2cccc(OC)c2)cc1 (configuration not stated)
  -1, -4, 4, -5, 0, -1, 14, 1
#24 COc1ccc(S(=O)(=O)N(C)CC(=O)NCc2cccnc2)cc1Cl
  -5, 0, -7, 0, -3, 1, 14, 1
#25 O=C(CC1Sc2ccccc2NC1=O)Nc1ccccc1[N+](=O)[O-] (configuration not stated)
  -10, 4, -7, 14, -13, -5, 23, 3
#26 O=c1oc(-c2cccs2)nc2sc3c(c12)CCCC3
  89*, 3, 74*, -20, 75*, -7, -37, -73
#27 CCOc1ccc(N(CC(=O)N2CCCCC2)S(=O)(=O)c2ccc(Cl)cc2)cc1
  -10, 0, -3, 16, -22, 4, -1, 4
#28 CS(=O)(=O)N(CC(=O)N1CCCCCC1)c1cc(Cl)ccc1Cl
  -5, 1, -4, 4, 1, -8, 5, 2
#29 O=C(N/N=C/c1cccs1)c1cccc(NC(=O)c2ccc(Cl)cc2)c1
  -13, ., -5, -16, -17, ., ., .
#30 Nc1ccc(C(=O)Nc2nc3ccccc3s2)cc1
  94*, 9, 91*, 3, 91*, 4, -426, -2
#31 Nc1cc(=O)[nH]c(SCC(=O)NCC2CCCO2)n1 (configuration not stated)
  -9, -5, 2, -3, 1, -1, 4, -1
#32 CCc1ccc(/C(C)=N/NC(=O)CNC(=O)/C=C/c2ccccc2OC)cc1
  1, -13, -1, 22, -5, -5, -52, 0
#33 Cc1ccc(S(=O)(=O)N2CCN(C(=O)CN3C(=O)CNC3=O)CC2)cc1
  -4, -1, 11, -19, -5, -5, 0, 0
#34 c1ccc(CCCc2nc(-c3cccnc3)no2)cc1
  3, 1, 1, 8, 7, -2, 8, -1
#35 Cc1ccc(CC(=O)Nc2cccc(C#N)c2)cc1
  7, -5, -8, 8, -7, -4, 16, -1
#36 CCOc1ccc(CCNC(=O)C2CCCN(S(=O)(=O)N3CCOCC3)C2)cc1OCC (configuration not stated)
  13, 0, 3, 6, 3, -6, 13, 1
#37 CC1(NC(=O)CC[N+](C)(C)CCO)CS(=O)(=O)CC1S(=O)(=O)[O-] (configuration not stated)
  5, ., 0, 5, 2, ., ., .
#38 Cc1c(CN2CCC(C(=O)Nc3cccc(-c4cccc(Cl)c4)c3)CC2)cnn1C
  1, -4, -18, 26, -12, 0, 11, 0
#39 Cn1c(=O)n(CC(=O)NCC2CCCO2)c(=O)c2c3c(sc21)COC(C)(C)C3 (configuration not stated)
  -4, 8, -4, -4, 6, -3, 22, 0
#40 COc1cc(/C=N/NC(=O)CC2C(=O)NN=C2C)ccc1O (configuration not stated)
  5, 0, -1, -7, -16, -4, -22, -1
#41 Cn1c2ccccc2c2c(C(=O)N3CCN(c4ccccn4)CC3)cn(C3CCCC3)c(=O)c21
  3, 11, 4, 9, -5, -1, i, 0
#42 Cc1ccc(S(=O)(=O)N2[C@@H](c3ccc(Cl)cc3)C(C(=O)O)=CC[C@H]2c2ccc(Cl)cc2)cc1
  4, 3, 0, 19, 0, 13, -16, -1
#43 Cc1cccc(C)c1OCCN1C(=O)NC(C)(c2ccccc2)C1=O (configuration not stated)
  2, -11, -3, -4, 2, 8, 11, 3
#44 COc1cccc2[nH]c(C(=O)NC(C)c3ccccc3)cc12 (configuration not stated)
  -18, 8, -7, 6, -21, 7, -305, -24
#45 Cc1[nH]nc2c1[C@@H](c1ccccc1[N+](=O)[O-])C(C#N)=C(N)O2
  -6, 8, -10, 12, 11, 4, -112, -67
#46 Cc1noc(C)c1C(=O)N1CCN(Cc2ccc3c(c2)OCO3)CC1
  9, 3, 2, -9, -11, -7, 12, 1
#47 CC1CCCN(C(=O)C2COc3ccccc3O2)C1 (configuration not stated)
  12, -5, -11, 0, 1, -2, 4, 0
#48 CCN(C(=O)Cc1c(C(=O)O)n(C)c2ccccc12)c1ccc(F)cc1
  -12, -3, -5, 9, -11, -8, 0, -2
#49 COc1ccc(C2=NNC(c3cccnc3)=Nc3ccccc32)cc1
  2, -1, 1, 0, -5, 1, 16, 3
#50 COc1ccc(-n2c(-c3ccc(C)cc3)n[nH]c2=S)cc1
  5, 37, 8, 3, -2, 15, -11, -1
#51 O=S1(=O)CC/C(=N\Nc2ccc(F)cc2)c2ccsc21
  5, 24, -12, 8, -9, -5, 4, 2
#52 COc1ccccc1S(=O)(=O)N1CCn2cccc2C1C (configuration not stated)
  -7, 7, -1, 1, -7, -2, -21, -16
#53 CSCCC(NC(N)=O)C(=O)Nc1cccc(S(=O)(=O)N2CCOCC2)c1 (configuration not stated)
  5, -12, -2, -3, -6, -5, -12, 1
#54 CN1CCN(CC(O)COc2ccc(Cl)cc2)CC1 (configuration not stated)
  -1, -13, -11, -1, -18, -7, 13, 1
#55 O=C(O)c1ccccc1-c1nc(-c2ccccc2)c(-c2ccccc2)[nH]1
  0, -10, -3, 4, -11, -3, -378, -3
#56 COc1cccc(-n2c(SCC(=O)NCCc3ccccc3)nnc2-c2ccoc2C)c1
  -15, -5, -10, 23, -10, -1, 32, 1
#57 O=C(NCCc1c[nH]c2ccccc12)/C(=C/c1cccnc1)NC(=O)c1cccs1
  6, -10, 3, -8, 14, -8, 4, 2
#58 CC1Cc2ccccc2N1C(=O)Cn1cnc2ccccc2c1=O (configuration not stated)
  1, -4, -9, -3, 3, -1, 12, 1
#59 Cc1cc(NC(=O)CSc2nnc(-c3ccco3)n2Cc2ccccc2)no1
  5, -6, -2, -8, -10, 2, 22, 0
#60 O=C(CCNC(=O)c1ccc([N+](=O)[O-])cc1)Nc1cccc(S(=O)(=O)N2CCOCC2)c1
  -6, -10, -12, 11, -5, 6, 18, 3
#61 Cc1cccc(NC(=O)CN2CCCN(S(=O)(=O)c3ccc(Br)s3)CC2)c1
  -5, -3, -5, 15, 9, -1, 14, 0
#62 Cc1ccc(C(=O)NCCN2C3=NC[C@H](C)N3C[C@H]2Cc2ccc(O)cc2)cc1Br
  -8, 3, -12, -440, -17, 5, 13, 2

Grouped by structure, those above with an aryl methoxy group
Fields: SENP7 inh, PfG6PD inh, SENP8 block-1, Apaf1 inhib, SENP6 inh, HKDC1 inhibitor, SENP8 block-2, SENP1 FRET inh
#11 COc1ccc(COn2c(=O)c(C)[n+]([O-])c3ccccc32)cc1OC
  5, 7, -1, -10, -7, 2, 8, 3
#23 COc1ccc(OC(C)C(=O)Nc2cccc(OC)c2)cc1 (configuration not stated)
  -1, -4, 4, -5, 0, -1, 14, 1
#24 COc1ccc(S(=O)(=O)N(C)CC(=O)NCc2cccnc2)cc1Cl
  -5, 0, -7, 0, -3, 1, 14, 1
#32 CCc1ccc(/C(C)=N/NC(=O)CNC(=O)/C=C/c2ccccc2OC)cc1
  1, -13, -1, 22, -5, -5, -52, 0
#40 COc1cc(/C=N/NC(=O)CC2C(=O)NN=C2C)ccc1O (configuration not stated)
  5, 0, -1, -7, -16, -4, -22, -1
#44 COc1cccc2[nH]c(C(=O)NC(C)c3ccccc3)cc12 (configuration not stated)
  -18, 8, -7, 6, -21, 7, -305, -24
#49 COc1ccc(C2=NNC(c3cccnc3)=Nc3ccccc32)cc1
  2, -1, 1, 0, -5, 1, 16, 3
#50 COc1ccc(-n2c(-c3ccc(C)cc3)n[nH]c2=S)cc1
  5, 37, 8, 3, -2, 15, -11, -1
#52 COc1ccccc1S(=O)(=O)N1CCn2cccc2C1C (configuration not stated)
  -7, 7, -1, 1, -7, -2, -21, -16
#56 COc1cccc(-n2c(SCC(=O)NCCc3ccccc3)nnc2-c2ccoc2C)c1
  -15, -5, -10, 23, -10, -1, 32, 1
